Bioassay records from PubChem.
MC4R ag barr: activates human MC4R beta-arrestin recruitment; P32245; U2OS MC4R beta-arrestin complementation, luminescence; percent of melanotan II response, DMSO zero; activation, % at 8.9 µM; hit rate 0.98% among 360,000;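 active = activation above a per-plate cutoff, the mean activation of sample wells on that plate plus 3 SD, cut at about 8% in these data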
Target sequence (P32245 whole entry, looked up): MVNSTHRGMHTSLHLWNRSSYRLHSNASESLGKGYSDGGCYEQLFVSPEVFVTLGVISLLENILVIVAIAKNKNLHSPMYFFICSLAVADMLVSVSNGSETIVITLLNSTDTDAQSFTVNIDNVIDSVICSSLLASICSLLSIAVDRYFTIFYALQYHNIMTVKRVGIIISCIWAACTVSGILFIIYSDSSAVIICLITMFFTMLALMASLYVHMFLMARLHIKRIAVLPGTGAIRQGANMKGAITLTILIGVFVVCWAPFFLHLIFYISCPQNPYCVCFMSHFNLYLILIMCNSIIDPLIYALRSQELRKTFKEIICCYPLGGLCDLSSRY
Glyco luc inh: blocks N-linked glycosylation in D54 reporter cells | D54 ERlucT glycosylation luciferase reporter, 24 h; percent of 100 nM tunicamycin response | hit rate 0.23% among 360,000 | AID 588692 | reporter increase, % at 12.5 µM;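 active = mean luciferase reporter signal, scaled so untreated is 0 and the glycosylation-blocking control 100, at or above a set limit in every replicate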;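 note: luciferase carries N-glycosylation sites so blocking glycosylation raises the light; 0% = median of neutral control wells and 100% = median of 100 nM tunicamycin wells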
ABCB6 inh MLPCN: blocks the human ABCB6 transporter. hit rate 0.19% among 360,000. K562-ABCB6 porphyrin accumulation, flow cytometry, 1 h; hits give low values. fluorescence ratio to DMSO, % at 10 µM. Q9NP58;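 active = fluorescence ratio to DMSO below 75%, the collection mean minus 3 SD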;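 note: signal is porphyrin accumulated inside mitochondria; 100% equals median channel fluorescence of DMSO control wells; lower ratio means ABCB6 inhibition with less porphyrin fluorescence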
Exocytosis inh: lytic granule exocytosis inhibition | TALL-104 LAMP-1 surface exposure, flow cytometry; cells stimulated with thapsigargin and PMA | inhibition, % at 10 µM | hit rate 0.66% among 360,000;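 active = inhibition above about 55%, limit read from the data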
ABHD5-PLIN5 inh: ABHD5-PLIN5 protein interaction inhibition; hit rate 0.78% among 360,000; inhibition, % at 4 µM; Split G. princeps luciferase complementation, luminescence, 4 h;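 active = inhibition above the mean inhibition across every tested compound plus 3 SD, cut at about 22% in these data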;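 note: 0% = DMSO only wells and the 100% control is not disclosed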
aDG glyco act: alpha-DG glycosylation activation; Pro5-aDG cells, alpha-DG glycosylation AlphaScreen (IIH6); 0% Pro5, 100% B10-LARGE cell signal; hit rate 0.22% among 360,000; activation, % at 10 µM;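 active = activation of at least 8% versus controls, or a plate z-score of at least 8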;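 note: Pro5 are CHO cells carrying HIG-tagged alpha-DG that lacks glycosylation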
MC4R antag cAMP: blocks human MC4R cAMP signaling; MC4R-expressing cells, MTII-stimulated cAMP, LANCE TR-FRET; inhibition, % at 6.5 µM; hit rate 0.48% among 360,000; AID 540295;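 active = inhibition above its plate's cutoff, the mean of tested wells on that plate plus 3 SD, cut at about 29% in these data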;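 note: 0% = Melanotan II alone and 100% = Melanotan II plus saturating MCL0020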
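Assay system: U2OS-MC4R stable cell line; Also added: Melanotan II; Technique: Eu-cAMP/anti-cAMP TR-FRET, emission 671 nm; Times: 30-min compound, 1-h challenge, 1-h detection, room temperature.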
m5-HT2A agonist: activates the mouse 5-HT2A serotonin receptor; CHO-K1 mHTR2A beta-arrestin complementation, luminescence; percent of 30 µM serotonin response; AID 624169; activation, % at 7.6 µM; hit rate 0.66% among 360,000;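 active = activation above a run cutoff, the mean activation of all tested compounds plus 3 SD, cut at about 14% in these data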;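 note: 0% = plate median of compound wells and 100% = 30 µM serotonin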
Target sequence (P35363 whole entry, looked up): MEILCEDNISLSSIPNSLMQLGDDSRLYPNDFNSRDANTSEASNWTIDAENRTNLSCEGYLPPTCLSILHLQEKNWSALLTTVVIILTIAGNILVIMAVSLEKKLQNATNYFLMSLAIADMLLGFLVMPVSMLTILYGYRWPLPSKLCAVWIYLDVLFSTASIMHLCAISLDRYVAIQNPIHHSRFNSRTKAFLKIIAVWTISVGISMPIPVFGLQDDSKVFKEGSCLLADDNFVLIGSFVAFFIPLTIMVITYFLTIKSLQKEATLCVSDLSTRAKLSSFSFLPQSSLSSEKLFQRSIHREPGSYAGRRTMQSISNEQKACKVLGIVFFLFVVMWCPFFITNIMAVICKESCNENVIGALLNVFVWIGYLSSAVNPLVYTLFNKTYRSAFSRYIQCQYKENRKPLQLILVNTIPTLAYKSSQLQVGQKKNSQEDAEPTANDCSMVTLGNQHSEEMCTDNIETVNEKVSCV
H9c2 protect: protects H9c2 cardiomyocytes from peroxide injury; protection from H2O2 cell death, % at 20 µM; H2O2 injury protection, ATPLite, 2 h; AID 588492; hit rate 0.63% among 360,000;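 active = compounds giving at least 50% protection of heart cells from peroxide-induced death in the single-dose screen, raw or plate-pattern-corrected value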;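 note: 0% = DMSO wells with peroxide and 100% = DMSO wells without peroxide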
hiPSC survival: enhancers of human iPSC single-cell survival; hiPSC single-cell survival, ATPlite luminescence; 100% = ROCK inhibitor wells, 0% = DMSO; hit rate 0.044% among 360,000; survival enhancement, % at 20 µM; AID 602274; in the data active = survival enhancement above about 18%;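 note: cells exposed to compounds for 16 hours before the ATP read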
* hit, by the source's call.

How did COc1ccc(OCCC(=O)NC2=NCCS2)cc1 do in these assays?
MC4R ag barr: 0.0; Glyco luc inh: 0; ABCB6 inh MLPCN: 95; Exocytosis inh: 0; ABHD5-PLIN5 inh: -8; aDG glyco act: 0.2; MC4R antag cAMP: 1; m5-HT2A agonist: -1; H9c2 protect: 2; hiPSC survival: -3.8

Results for CCC(Sc1nc(C)cc(=O)[nH]1)C(=O)Nc1nc(-c2ccccc2)cs1 (stereo not drawn) ?
MC4R ag barr: 0.2; Glyco luc inh: 0; ABCB6 inh MLPCN: 93; Exocytosis inh: 1; ABHD5-PLIN5 inh: -3; aDG glyco act: -0.2; MC4R antag cAMP: 22; m5-HT2A agonist: 3; H9c2 protect: 0; hiPSC survival: 6.1

What do the screens show for `CCOC(=O)C1CCCN(S(=O)(=O)c2ccc3c4c2CC(=O)N4CC(C)S3)C1` (stereo not drawn)?
MC4R ag barr: 0.2; Glyco luc inh: 0; ABCB6 inh MLPCN: 100; Exocytosis inh: 4; ABHD5-PLIN5 inh: -9; aDG glyco act: -0.1; MC4R antag cAMP: 9; m5-HT2A agonist: 2; H9c2 protect: -10; hiPSC survival: -0.3

What do the screens show for `Cc1ccc(C(=O)Oc2oc(-c3ccccc3)nc2C=Nc2ccc(N(C)C)cc2)cc1`?
MC4R ag barr: 0.0; Glyco luc inh: -5; ABCB6 inh MLPCN: 97; Exocytosis inh: 55; ABHD5-PLIN5 inh: 0; aDG glyco act: -0.4; MC4R antag cAMP: 1; m5-HT2A agonist: 1; H9c2 protect: -14; hiPSC survival: -1.6

How did CCN1CCN(C(c2ccccc2)c2nnnn2Cc2ccc(OC)cc2)CC1 (stereo not drawn) do in these assays?
MC4R ag barr: -1.9; Glyco luc inh: -6; ABCB6 inh MLPCN: 99; Exocytosis inh: 0; ABHD5-PLIN5 inh: -3; aDG glyco act: -0.2; MC4R antag cAMP: 0; m5-HT2A agonist: -8; H9c2 protect: 1; hiPSC survival: -0.4

What do the screens show for `COC(=O)c1ccc(CSc2nnnn2Cc2ccccc2)cc1`?
MC4R ag barr: -1.5; Glyco luc inh: -1; ABCB6 inh MLPCN: 103; Exocytosis inh: -1; ABHD5-PLIN5 inh: 5; aDG glyco act: 0.2; MC4R antag cAMP: 6; m5-HT2A agonist: -2; H9c2 protect: -5; hiPSC survival: 2.3

Results for COc1ccc2[nH]cc(/C=N/NS(=O)(=O)c3ccc(C)cc3)c2c1 ?
MC4R ag barr: -2.3; Glyco luc inh: -1; ABCB6 inh MLPCN: 92; Exocytosis inh: 11; ABHD5-PLIN5 inh: 3; aDG glyco act: 0.3; MC4R antag cAMP: 18; m5-HT2A agonist: -3; H9c2 protect: -20; hiPSC survival: -0.4

What do the screens show for `Cc1nn(C)c(C)c1NC(=O)c1ccnn1C`?
MC4R ag barr: 1.1; Glyco luc inh: 3; ABCB6 inh MLPCN: 93; Exocytosis inh: 1; ABHD5-PLIN5 inh: -2; aDG glyco act: -0.4; MC4R antag cAMP: 2; m5-HT2A agonist: 0; H9c2 protect: 6; hiPSC survival: 1.5

How did O=[N+]([O-])c1ccc2[nH]c(O)c(N=NC(=S)Nc3cccnc3)c2c1 do in these assays?
MC4R ag barr: -2.3; Glyco luc inh: 3; ABCB6 inh MLPCN: 98; Exocytosis inh: -2; ABHD5-PLIN5 inh: 3; aDG glyco act: -0.1; MC4R antag cAMP: -9; m5-HT2A agonist: 0; H9c2 protect: 7; hiPSC survival: 3.2

Results for C/C(=N\NC(=O)c1ccccc1[N+](=O)[O-])c1ccc(Br)s1 ?
MC4R ag barr: -0.6; Glyco luc inh: 0; ABCB6 inh MLPCN: 100; Exocytosis inh: 2; ABHD5-PLIN5 inh: -3; aDG glyco act: 0.8; MC4R antag cAMP: 11; m5-HT2A agonist: -5; H9c2 protect: -6; hiPSC survival: 3.0

What do the screens show for `O=C(/C=C/c1ccccc1)OCc1cnc(Cl)s1`?
MC4R ag barr: -3.2; Glyco luc inh: 2; ABCB6 inh MLPCN: 92; Exocytosis inh: -1; ABHD5-PLIN5 inh: 1; aDG glyco act: -0.1; MC4R antag cAMP: -1; m5-HT2A agonist: 1; H9c2 protect: -2; hiPSC survival: 0.6

Results for CCCNc1c(NS(=O)(=O)c2ccc(C)cc2C)c(=O)oc2ccccc12 ?
MC4R ag barr: 1.5; Glyco luc inh: 1; ABCB6 inh MLPCN: 97; Exocytosis inh: -12; ABHD5-PLIN5 inh: -13; aDG glyco act: -0.1; MC4R antag cAMP: 12; m5-HT2A agonist: -2; H9c2 protect: 2; hiPSC survival: 0.2

What do the screens show for `COc1ccc(OC)c(/C=N/NC(=O)c2ccc(=O)[nH]n2)c1`?
MC4R ag barr: 0.0; Glyco luc inh: 0; ABCB6 inh MLPCN: 101; Exocytosis inh: 4; ABHD5-PLIN5 inh: -5; aDG glyco act: -0.1; MC4R antag cAMP: 6; m5-HT2A agonist: -6; H9c2 protect: -2; hiPSC survival: 0.5

Results for Cc1ccc(-n2c(=O)c3ccc(C(=O)NCc4ccco4)cc3n(Cc3ccccc3C#N)c2=O)cc1 ?
MC4R ag barr: -4.5; Glyco luc inh: -2; ABCB6 inh MLPCN: 100; Exocytosis inh: 4; ABHD5-PLIN5 inh: -3; aDG glyco act: 0.0; MC4R antag cAMP: 1; m5-HT2A agonist: -11; H9c2 protect: -4; hiPSC survival: 2.1

How did COc1ccccc1-c1nc2n(n1)C(c1cccs1)C(C(=O)Nc1cccnc1)=C(C)N2 (stereo not drawn) do in these assays?
MC4R ag barr: -2.9; Glyco luc inh: 0; ABCB6 inh MLPCN: 97; Exocytosis inh: -2; ABHD5-PLIN5 inh: 4; aDG glyco act: -0.1; MC4R antag cAMP: 10; m5-HT2A agonist: 1; H9c2 protect: 7; hiPSC survival: -1.5

Results for O=C(Nc1nnc(-c2ccc(Cl)cc2)o1)C1CCCCC1 ?
MC4R ag barr: 1.4; Glyco luc inh: 1; ABCB6 inh MLPCN: 101; Exocytosis inh: 0; ABHD5-PLIN5 inh: -10; aDG glyco act: -0.1; MC4R antag cAMP: -6; m5-HT2A agonist: 6; H9c2 protect: 2; hiPSC survival: -0.3

What do the screens show for `Cc1cc(C)c(S(=O)(=O)N2CCOC2CNC(=O)C(=O)NCc2cccnc2)c(C)c1` (stereo not drawn)?
MC4R ag barr: -1.1; Glyco luc inh: -1; ABCB6 inh MLPCN: 97; Exocytosis inh: 4; ABHD5-PLIN5 inh: 1; aDG glyco act: 0.3; MC4R antag cAMP: 7; m5-HT2A agonist: 2; H9c2 protect: 5; hiPSC survival: 3.8

What do the screens show for `C=CCN1C(=O)c2ccc(C(=O)OCC(=O)N(CC)c3c(N)n(Cc4ccccc4)c(=O)[nH]c3=O)cc2C1=O`?
MC4R ag barr: -2.5; Glyco luc inh: -1; ABCB6 inh MLPCN: 101; Exocytosis inh: 0; ABHD5-PLIN5 inh: -9; aDG glyco act: 0.0; MC4R antag cAMP: 1; m5-HT2A agonist: -2; H9c2 protect: 4; hiPSC survival: 2.4

What do the screens show for `C/C(=N/NS(=O)(=O)c1ccccc1)c1ccc(Cl)cc1`?
MC4R ag barr: -0.2; Glyco luc inh: -2; ABCB6 inh MLPCN: 99; Exocytosis inh: 2; ABHD5-PLIN5 inh: 3; aDG glyco act: -0.2; MC4R antag cAMP: -2; m5-HT2A agonist: -3; H9c2 protect: -4; hiPSC survival: 0.6

How did O=C(CN1C2=NCCCN2c2ccccc21)c1ccc([N+](=O)[O-])cc1 do in these assays?
MC4R ag barr: -0.1; Glyco luc inh: 24; ABCB6 inh MLPCN: 101; Exocytosis inh: 1; ABHD5-PLIN5 inh: 0; aDG glyco act: 7.5*; MC4R antag cAMP: 2; m5-HT2A agonist: -1; H9c2 protect: -3; hiPSC survival: -1.0

How did CCC(NC(=O)c1cc(COc2ccc(OC)cc2Cl)on1)c1ccncc1 (stereo not drawn) do in these assays?
MC4R ag barr: -0.2; Glyco luc inh: -5; ABCB6 inh MLPCN: 92; Exocytosis inh: -2; ABHD5-PLIN5 inh: -2; aDG glyco act: 1.2; MC4R antag cAMP: -1; m5-HT2A agonist: 1; H9c2 protect: -7; hiPSC survival: 0.4

Results for Cn1c(CCN2CCN(c3ccccn3)CC2)nc2cc(NC(=O)COc3ccc([N+](=O)[O-])cc3)ccc21 ?
MC4R ag barr: 2.4; Glyco luc inh: -9; ABCB6 inh MLPCN: 100; Exocytosis inh: -8; ABHD5-PLIN5 inh: 4; aDG glyco act: 0.0; MC4R antag cAMP: 4; m5-HT2A agonist: -9; H9c2 protect: 0; hiPSC survival: -0.6

What do the screens show for `COc1ccc(C(C)NC(=S)NCc2ccc(F)cc2)cc1` (stereo not drawn)?
MC4R ag barr: 1.0; ABCB6 inh MLPCN: 90; Exocytosis inh: -2; ABHD5-PLIN5 inh: -2; aDG glyco act: 0.1; MC4R antag cAMP: 2; m5-HT2A agonist: 1; H9c2 protect: -3; hiPSC survival: 0.5

How did COc1ccc(OC)c(C(c2nnnn2C2CCCC2)N2CCN(c3ccccc3F)CC2)c1 (stereo not drawn) do in these assays?
MC4R ag barr: -2.9; Glyco luc inh: -2; ABCB6 inh MLPCN: 97; Exocytosis inh: 4; ABHD5-PLIN5 inh: 4; aDG glyco act: 0.5; MC4R antag cAMP: 4; m5-HT2A agonist: -2; H9c2 protect: -7; hiPSC survival: -2.5

How did CCCc1ccc(OCCNC(C)=O)cc1 do in these assays?
MC4R ag barr: -1.7; Glyco luc inh: -1; ABCB6 inh MLPCN: 68*; Exocytosis inh: -1; ABHD5-PLIN5 inh: 4; aDG glyco act: 0.0; MC4R antag cAMP: -3; m5-HT2A agonist: -6; H9c2 protect: 0; hiPSC survival: -2.1

Results for CCn1nnnc1SCC(=O)Nc1nc2ccc(OC)cc2s1 ?
MC4R ag barr: -2.0; Glyco luc inh: -2; ABCB6 inh MLPCN: 86; Exocytosis inh: -1; ABHD5-PLIN5 inh: 6; aDG glyco act: -0.2; MC4R antag cAMP: 5; m5-HT2A agonist: 3; H9c2 protect: -3; hiPSC survival: -2.9

How did CC(C)(C)N1C(=O)[C@H]2[C@@H](c3ccc(Br)cc3)N3C(=O)N(c4ccccc4)C(=O)[C@@]3(Cc3ccccc3)[C@H]2C1=O do in these assays?
MC4R ag barr: 1.9; Glyco luc inh: 0; ABCB6 inh MLPCN: 97; Exocytosis inh: 2; ABHD5-PLIN5 inh: 1; aDG glyco act: 0.9; MC4R antag cAMP: 13; m5-HT2A agonist: 2; H9c2 protect: 2; hiPSC survival: 1.0
